SENP6 inh = inhibitors of human SENP6 protease; Q9GZR1; Recombinant SENP6 catalytic domain, aminoluciferin luminescence; inhibition, % at 10 µM; 330,000 compounds, 1.8% hits; AID 2599;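 active = inhibition above about 50% at the single tested dose, limit read from the data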;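 also: plate controls were DMSO wells with enzyme for no effect and DMSO wells lacking enzyme for full effect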
UBC13 inh = blocks human UBC13 polyubiquitin chain formation; TR-FRET; 330,000 compounds, 0.47% hits; AID 485273; inhibition, % at 20 µM; P61088; in the data active = inhibition above about 45%, passing the limit was not always enough
Target sequence (P61088 whole entry, looked up): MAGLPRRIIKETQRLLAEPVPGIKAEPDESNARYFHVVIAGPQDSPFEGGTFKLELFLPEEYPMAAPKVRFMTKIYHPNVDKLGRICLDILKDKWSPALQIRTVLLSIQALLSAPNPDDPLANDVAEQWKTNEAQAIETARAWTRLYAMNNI
SENP8 block-1 = inhibitors of human SENP8 protease. purified SENP8, Z-RLRGG-aminoluciferin cleavage, luminescence. inhibition, % at 10 µM. 330,000 compounds, 1.2% hits. AID 2540; in the data active = inhibition above about 50%
HKDC1 inh = HKDC1 (human) hexokinase inhibition | Q2TB90 | 340,000 compounds, 0.16% hits | AID 493160 | inhibition, % at 20 µM | recombinant HKDC1, G6PDH/diaphorase resazurin coupled fluorescence;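 active = inhibition above about 35% when tested at 20 µM, limit read from the data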;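 also: plate controls were DMSO wells with enzyme for no effect and DMSO wells lacking enzyme for full effect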
Target sequence (Q2TB90 whole entry, looked up): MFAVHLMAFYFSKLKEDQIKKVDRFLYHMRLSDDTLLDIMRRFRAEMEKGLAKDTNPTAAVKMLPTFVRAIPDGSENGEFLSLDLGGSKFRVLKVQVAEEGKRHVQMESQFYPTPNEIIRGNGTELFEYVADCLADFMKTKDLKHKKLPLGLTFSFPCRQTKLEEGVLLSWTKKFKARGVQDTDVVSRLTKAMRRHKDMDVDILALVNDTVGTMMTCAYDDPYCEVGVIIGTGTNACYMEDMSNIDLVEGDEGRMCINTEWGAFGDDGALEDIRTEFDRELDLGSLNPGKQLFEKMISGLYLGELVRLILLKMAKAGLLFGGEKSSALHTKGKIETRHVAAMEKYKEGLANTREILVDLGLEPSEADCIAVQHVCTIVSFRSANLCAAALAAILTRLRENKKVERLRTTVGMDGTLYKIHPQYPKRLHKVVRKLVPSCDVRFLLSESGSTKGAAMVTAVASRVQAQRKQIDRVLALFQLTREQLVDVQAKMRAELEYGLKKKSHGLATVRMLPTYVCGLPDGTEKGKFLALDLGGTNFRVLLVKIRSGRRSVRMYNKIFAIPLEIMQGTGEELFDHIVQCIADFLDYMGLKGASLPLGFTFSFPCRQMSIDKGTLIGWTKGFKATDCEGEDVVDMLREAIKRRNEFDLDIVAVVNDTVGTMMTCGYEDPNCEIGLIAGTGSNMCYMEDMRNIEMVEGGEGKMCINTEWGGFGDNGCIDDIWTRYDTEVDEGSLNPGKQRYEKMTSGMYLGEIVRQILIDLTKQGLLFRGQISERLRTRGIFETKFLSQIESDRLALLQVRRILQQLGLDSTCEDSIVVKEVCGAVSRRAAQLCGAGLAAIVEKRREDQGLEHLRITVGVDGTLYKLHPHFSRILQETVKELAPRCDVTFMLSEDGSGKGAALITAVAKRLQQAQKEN
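System: Recombinant HKDC1 hexokinase | Amount: HKDC1 at 5 µg/mL | Reagent: Glucose with 1 mM ATP | Doses: Single 20 µM dose | Incubation: Reaction time 90 min, room temperature, protected from light | Signal: Coupled resazurin fluorescence, excitation 525 nm, emission 613 nm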
SENP7 inh = inhibitors of human SENP7 protease | AID 434973 | inhibition, % at 5 µM | 330,000 compounds, 1.5% hits | recombinant SENP7, Z-RLRGG-aminoluciferin luminescence, 40 min;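 active = inhibition above about 50% at the single test dose, limit read from the data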;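 also: plate controls were DMSO with enzyme for no effect and no enzyme buffer wells for full effect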
PfG6PD inh = PfG6PD (Plasmodium falciparum) enzyme inhibition | PfGluPho enzyme, NADPH resazurin-diaphorase fluorescence | inhibition, % at 20 µM | 350,000 compounds, 0.78% hits;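 active = inhibition reaching at least a set limit at 20 µM in the primary screen, cut at about 59% in these data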;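 also: 0% = DMSO wells with substrate and 100% = DMSO wells lacking glucose-6-phosphate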
MIN6 prolif = induces beta-cell replication in MIN6 cells. MIN6 cells proliferation, ATPlite luminescence, 48 h; cells starved in 0.2% serum; 100% = growth in 10% serum. proliferation, % at 10 µM. 330,000 compounds, 0.29% hits. AID 2380;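 active = compounds whose signal lies at least 3.5 SD above the mean of all wells on their plate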;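 also: 0% = DMSO-treated cells in low-serum medium and 100% = 10% serum control; some compounds called inactive have numbers as strong as hits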
SENP8 block-2 = blocks human SENP8 cleavage of Nedd8 substrate | Q96LD8 | AID 602440 | recombinant SENP8, Nedd8 substrate fluorescence | inhibition, % at 20 µM | 360,000 compounds, 0.64% hits; in the data active = inhibition mostly above about 40%, no sharp cut-off; inactive = mostly below about 27%
SENP1 FRET inh = SENP1 (human) catalytic domain inhibition; Q9P0U3; 360,000 compounds, 0.21% hits; inhibition, % at 10 µM; recombinant SENP1 catalytic domain, CyPet-SUMO1-YPet FRET cleavage;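 active = inhibition at least 30% at 10 µM, raw YFP signal under a set limit, fluorescence ratio 0.5 to 1.5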;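 also: 0% = enzyme with DMSO and 100% = no enzyme wells; some results filed as inactive read as strong as hits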
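material = recombinant human SENP1 catalytic domain, His6-tagged | quantity = 20 pM enzyme | reagent = 25 nM SUMO1 FRET substrate | compound dosing = 10 µM single point, 0.5% DMSO | timing = 50 min enzyme reaction, room temperature, light-protected | detection = FRET, CFP and YFP emission | control set = no-enzyme low, enzyme-DMSO high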
* marks the source's active call; other numbers are inactive results; . = no result given.

Values in the order – SENP6 inh | UBC13 inh | SENP8 block-1 | HKDC1 inh | SENP7 inh | PfG6PD inh | MIN6 prolif | SENP8 block-2 | SENP1 FRET inh
COc1ccc(S(=O)(=O)N/N=C(/C)c2ccco2)cc1
→ 5 | 0 | 1 | -2 | 12 | -14 | -2 | -3 | 3
CCSc1nnc(-c2cccs2)o1
→ -23 | 4 | -5 | -12 | -1 | 0 | -2 | -5 | 0
Cc1ccc(S(=O)(=O)Nc2cccc3c2O[C@@H](CN(C)C(=O)Nc2ccc4c(c2)OCO4)[C@H](C)CN([C@@H](C)CO)C3=O)cc1
→ -29 | -15 | -9 | -5 | -15 | 17 | -3 | 8 | 2
COc1ccc(C2(CNC(=O)c3ccc(Br)o3)CCOCC2)cc1
→ -4 | 7 | -2 | -5 | -5 | -8 | -3 | 24 | 1
CCCCN1C(=O)/C(=C2\SC(N3CCOCC3)=NC2=O)c2ccccc21
→ 5 | -77 | 3 | -8 | 3 | 16 | -4 | 19 | 2
COc1ccc2oc(=N)c(C(=O)Nc3ccc(C)cc3)cc2c1
→ -20 | -6 | 11 | 0 | 4 | 8 | -5 | -5 | -24
Cc1cccc2nc(Cn3c(=O)n(CCC(=O)NCc4ccco4)c(=O)c4ccccc43)cc(=O)n12
→ . | . | . | 1 | . | -15 | . | -74 | 2
NC(=O)N1N=C2/C(=C/c3ccccc3)CCCC2C1c1ccccc1 (stereo not drawn)
→ -36 | 0 | -2 | -1 | -5 | 18 | -3 | -323 | 2
O=C(c1ccc(N2CCN(CCO)CC2)nc1)N1CCOCC1
→ -5 | 2 | -1 | 3 | 3 | 6 | -2 | 7 | 1
Cc1ccnc2nc(C(=O)OCC(=O)N(Cc3ccccc3)C(C)(C)C)nn12
→ 13 | 0 | 4 | -6 | 3 | -5 | -3 | 9 | 0
CN(C)c1ccc(C2CC(=O)NC3=C2C(=O)CC(C)(C)C3)cc1 (stereo not drawn)
→ -25 | 0 | 1 | -3 | -8 | 0 | 0 | -32 | -36
COCCN(CCOC)C(=O)c1ccc(NS(=O)(=O)c2ccc3c(c2)OCCO3)cc1
→ -18 | 10 | -11 | 6 | -5 | 4 | -2 | 4 | 1
CCCCN(CCCC)C(=O)c1cc(Cl)ccc1[N+](=O)[O-]
→ -3 | -8 | 0 | -7 | -2 | -12 | -2 | 5 | 1
CN(CCc1ccccc1)C(=O)c1ccc(NC(=O)Cc2ccc(NC(=O)C3CCN(C(=O)c4ccccc4)CC3)cc2)cc1
→ . | . | . | -2 | . | 2 | . | -1 | 2
N/C(=N\OC(=O)c1ccc(Cl)cc1[N+](=O)[O-])c1ccccn1
→ 59* | -14 | 53* | -1 | 51* | 13 | -3 | 3 | 0
Cn1c(=O)c([N+](=O)[O-])c(NCc2ccc3c(c2)OCO3)c2ccccc21
→ -4 | -4 | -5 | -3 | 2 | 7 | 2 | 13 | 0
NC(=O)CN1C(=O)C(O)(CC(=O)/C=C\c2ccc3c(c2)OCO3)c2ccccc21 (stereo not drawn)
→ 12 | 0 | 3 | 3 | 1 | -1 | -2 | -62 | -4
COc1ccc(CC(=O)Nc2ccc(S(=O)(=O)Nc3cc(OC)nc(OC)n3)cc2)cc1
→ 2 | -4 | 0 | 0 | -5 | -18 | 1 | -5 | 1
CS(=O)(=O)NCCNc1ccc(Cl)cc1[N+](=O)[O-]
→ 9 | -64 | 4 | -15 | -2 | 9 | 7.7* | 25 | 2
CC(Sc1nc(N)cc(N)n1)C(=O)Nc1ccc(N2CCOCC2)cc1 (stereo not drawn)
→ 11 | 0 | 6 | 7 | 7 | 18 | -2 | 9 | 3
O=c1c(Br)c(N2CCCCC2)cnn1-c1ccccc1
→ -16 | 1 | -8 | -9 | -5 | 4 | -1 | 9 | 2
COc1ccccc1C(=O)C1CCCN(C(=O)c2cccc(Cn3cccn3)c2)C1 (stereo not drawn)
→ -5 | 9 | -8 | 5 | 4 | 5 | -3 | 6 | 0
COC(=O)C1(C(=O)OC)NOC2C(=O)N(N(C)c3ncc(C(F)(F)F)cc3Cl)C(=O)C21 (stereo not drawn)
→ -5 | -2 | -5 | -10 | 1 | -15 | -1 | -3 | 2
COC(CC(=O)NNC(=S)Nc1ccc(Cl)cc1)OC
→ 2 | 7 | 1 | -3 | 2 | -9 | -1 | 11 | -1
O=C1CCC[C@@H]2Cc3nc4ccc(Cl)cc4cc3[C@@H]3CCN1[C@H]23
→ . | . | . | -2 | . | 9 | . | -10 | -2
COc1cccc(C(c2sc3ncnn3c2O)N2CCc3ccccc3C2)c1 (stereo not drawn)
→ -10 | 8 | 9 | -4 | 0 | 28 | 0 | -4 | -1
O=C(COc1cccc(C(F)(F)F)c1)NNC(=O)c1ccc(=O)[nH]c1
→ -11 | 8 | -3 | -2 | -4 | -1 | -3 | 0 | 1
COc1ccc(C(=N/O)/C(=N/O)c2ccc(OC)cc2)cc1
→ -6 | -4 | -2 | -9 | -4 | 9 | 0 | 2 | 3
COc1cccc(CNC(=O)C2CCCN(S(C)(=O)=O)C2)c1 (stereo not drawn)
→ -9 | -2 | 2 | -11 | 1 | -14 | 0 | 21 | 3
CC1=CC[C@@]23CCCN2C(=O)CCC[C@H]3C1
→ . | . | . | -6 | 6 | 13 | . | 13 | 0

Retrieved by compound from the list above:
Values in the order – SENP6 inh | UBC13 inh | SENP8 block-1 | HKDC1 inh | SENP7 inh | PfG6PD inh | MIN6 prolif | SENP8 block-2 | SENP1 FRET inh
CC1=CC[C@@]23CCCN2C(=O)CCC[C@H]3C1
→ . | . | . | -6 | 6 | 13 | . | 13 | 0
COc1cccc(CNC(=O)C2CCCN(S(C)(=O)=O)C2)c1 (stereo not drawn)
→ -9 | -2 | 2 | -11 | 1 | -14 | 0 | 21 | 3

(next part)
Values in the order – SENP6 inh | UBC13 inh | SENP8 block-1 | HKDC1 inh | SENP7 inh | PfG6PD inh | MIN6 prolif | SENP8 block-2 | SENP1 FRET inh
O=C(c1ccc(N2CCCC2)c([N+](=O)[O-])c1)N1CCN(S(=O)(=O)c2ccccc2)CC1
→ -6 | -16 | 2 | 7 | -4 | 10 | 1 | 12 | 0
COc1cc(-c2n[nH]c(=S)n2Cc2ccccc2)cc(OC)c1OC
→ . | . | . | -1 | . | 26 | . | -44 | 1
Cn1c(C=O)c(C#CC(C)(C)O)c2ccccc21
→ -12 | -8 | -6 | 4 | 9 | 10 | -4 | -366 | -49
O=C1C=C(c2ccccc2)C(c2ccccc2)C1O (stereo not drawn)
→ . | . | . | -3 | . | 28 | . | 24 | -2
CCN(C[C@H]1N[C@@](CC)(C(=O)OC)[C@H]2C(=O)N(C)C(=O)[C@@H]12)C(=O)c1ccccc1
→ 12 | -3 | -1 | -4 | 4 | -12 | 1 | 9 | 1
O=[N+]([O-])c1cccc(CN2C[C@@]34C=C[C@@H](C[C@@H]3S2(=O)=O)O4)c1
→ -7 | -5 | -3 | -5 | 0 | -1 | -2 | 8 | 0
O=C(c1cc(-c2cccc(Cl)c2)nc2ccccc12)N1CCN(c2ccccn2)CC1
→ -8 | 5 | 3 | 0 | 4 | 9 | -8 | 6 | 0
C/C(CC(=O)Nc1ccccc1Br)=N\NC(=O)C(=O)N1CCCC1
→ -10 | 6 | 3 | -3 | -2 | -6 | -3 | 2 | -2
O=C(Nc1nc2c(s1)CCc1ccccc1-2)c1ccco1
→ 9 | 4 | -10 | 17 | -5 | 51 | -1 | -68 | -4
Cc1nc2ccc(S(=O)(=O)NCC(=O)N3CCC(C)CC3)cc2s1
→ 1 | 10 | -6 | -3 | 1 | -2 | -1 | 19 | 0
COC(=O)C1=C(C)N(Cc2ccccc2)C(=O)/C1=C\c1ccco1
→ 5 | -21 | 0 | 4 | 2 | 10 | -6 | 24 | 5
Cc1cc(SCC(=O)N(C)C2CCS(=O)(=O)C2)nc2c(C)cccc12 (stereo not drawn)
→ -32 | -9 | -14 | -6 | -1 | 14 | -2 | 2 | 1
CCCN1CCN(C(=O)Cn2nc(C)n3c(cc4c(OC)cccc43)c2=O)CC1
→ . | . | . | 5 | . | -16 | . | -370 | 1
CC(=O)Nc1ccc(NC(=S)NC(=O)c2cc3ccccc3o2)cc1
→ 12 | -4 | 3 | 14 | 4 | 1 | 0 | 11 | 0
O=C(Nc1ccc(Oc2cccc(C(F)(F)F)c2)nc1)c1ccccc1
→ -20 | -5 | -12 | 5 | -16 | 8 | -2 | 22 | 2
CCOc1ccc(N(C)S(=O)(=O)c2cc(-c3cc(C)no3)ccc2OC)cc1
→ 11 | 2 | 3 | 1 | 11 | 2 | -6 | 5 | -1
Cc1ccc(C2(c3ccc(C)cc3)CC2C(=O)NCc2cccnc2)cc1 (stereo not drawn)
→ -8 | 10 | -4 | 1 | 1 | 6 | -2 | -9 | -3
S=c1[nH]nc(-c2ccncc2)n1/N=C/C=C/c1ccccc1
→ -9 | -10 | 4 | -1 | -3 | 26 | 1 | 5 | 1
O=C(N/N=C1\CCCc2ccccc21)c1ccc([N+](=O)[O-])cc1Cl
→ -6 | -1 | -2 | 5 | 0 | 9 | 0 | 23 | 3
Cc1nn(CC(=O)N2CCCC2)c(=O)c2cc3cc(F)ccc3n12
→ -1 | -1 | -5 | -2 | 0 | 1 | -1 | -97 | -6
CCN(CC(=O)Nc1ccc(NC(C)=O)cc1)C(=O)/C=C/c1cn(-c2ccccc2)nc1-c1ccc(C)cc1
→ -5 | -7 | 1 | -1 | 7 | 19 | -7 | -28 | -1
Cc1cc(C(=O)CN2C(=O)C(=O)N(C3CCCC3)C2=O)c(C)n1-c1ccc(F)cc1
→ -10 | -12 | -6 | -3 | -4 | 7 | -3 | 5 | -3
CS(=O)(=O)N(CC(=O)NCc1ccc2c(c1)OCO2)c1ccccc1
→ -20 | -4 | -4 | -3 | 6 | 3 | -2 | 3 | 1
C=CCN(c1ccccc1)S(=O)(=O)c1cccc(C(=O)NCc2ccco2)c1
→ 2 | 11 | 5 | -2 | 0 | 6 | 1 | 8 | -1
O=C(COC(=O)/C=C/c1ccco1)Nc1ccccc1
→ -10 | -13 | -5 | 1 | 7 | 13 | -4 | -1 | 2
Cc1onc(-c2c(Cl)cccc2Cl)c1C(=O)NC(=S)N1CCOCC1
→ -19 | 1 | 1 | 0 | 4 | -2 | -2 | -4 | 2
CCC(C(=O)OCCN(CC)CC)c1ccccc1 (stereo not drawn)
→ -14 | -4 | -7 | -6 | -8 | -5 | 1 | 5 | 3
OC(COCC1COc2ccccc2O1)CN1CCCCC1 (stereo not drawn)
→ -8 | -9 | -11 | -10 | -10 | 9 | 1 | 11 | 1
Cc1cccc(CN2CCN(CC(=O)O)C2=O)c1
→ . | . | . | -11 | . | -2 | . | 10 | 2
C=CCNC(=O)C1CCN(S(=O)(=O)c2cccs2)CC1
→ 3 | -1 | 1 | 0 | -1 | -8 | 2 | -5 | -1
O=C(N/N=C/c1ccco1)c1cccc(NC(=O)c2cccc(Cl)c2)c1
→ 0 | -3 | -4 | 3 | -2 | 14 | -2 | 14 | 0
Cc1ccc2c(CN(C)Cc3ccc(OC(F)F)cc3)cc(=O)oc2c1C
→ -25 | 5 | -2 | -2 | 6 | 21 | 0 | 5 | -2
COc1ccc(S(=O)(=O)N2CCCC(C(=O)NCc3ccccn3)C2)cc1Cl (stereo not drawn)
→ -19 | -1 | -5 | -7 | -6 | -1 | 2 | 10 | 2
